# JMJD2E inh – blocks human JMJD2E demethylase activity. AID 2147. JMJD2E catalytic domain, FDH-coupled NADH fluorescence (FDH is formaldehyde dehydrogenase). 230,000 tested, 1.6% active. Potency, µM (highest dose often 57.1 µM), for inactives: at the highest dose activity change, negative = inhibition, actives largely listed as inhibitors; active = well fitted inhibition curve with a large enough effect, not every such curve was filed as active; inconclusive = small, poorly fitted or top-dose-only effect, or another doubt; inactive = no such curve, though single readings can be large or run the other way;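 note: 0% = wells with enzyme and -100% = buffer wells without enzyme; nearly all actives have a fitted effect of over 50% in size; many of its hits are not listed in these tables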
# L3MBTL1 block – inhibitors of human L3MBTL1. Q9Y468. AlphaScreen L3MBTL1–H3K9me1 peptide binding. Potency, µM (top dose mostly 57.1 µM), inactives show at the top dose activity, negative = inhibition, usual class: inhibitors. 230,000 tested, 0.66% active. AID 485360; note: nearly all actives have a fitted effect of over 60% in size
#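 L3MBTL1 50 nM + b-AHA-H3(1-15)K9me1 75 nM, 30 min RT; compound added, 30 min RT; streptavidin donor/Ni-chelate acceptor beads 10 ug/mL each final, 30 min RT dark; AlphaScreen read.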
# TRb SRC2 PPI – disrupts binding of human TR beta to SRC2 | AID 1469 | 280,000 tested, 0.065% active | TRbeta-SRC2 peptide binding, fluorescence polarization; receptor liganded with 1 µM T3 | Potency, µM (series often up to 106 µM), without a hit: top-dose activity change, negative = inhibition, hits mostly inhibitors | P10828;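 note: plate controls were bound peptide for no effect and peptide without receptor for full effect; nearly all actives have a fitted effect of over 50% in size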
# Target sequence (P10828 whole entry, looked up): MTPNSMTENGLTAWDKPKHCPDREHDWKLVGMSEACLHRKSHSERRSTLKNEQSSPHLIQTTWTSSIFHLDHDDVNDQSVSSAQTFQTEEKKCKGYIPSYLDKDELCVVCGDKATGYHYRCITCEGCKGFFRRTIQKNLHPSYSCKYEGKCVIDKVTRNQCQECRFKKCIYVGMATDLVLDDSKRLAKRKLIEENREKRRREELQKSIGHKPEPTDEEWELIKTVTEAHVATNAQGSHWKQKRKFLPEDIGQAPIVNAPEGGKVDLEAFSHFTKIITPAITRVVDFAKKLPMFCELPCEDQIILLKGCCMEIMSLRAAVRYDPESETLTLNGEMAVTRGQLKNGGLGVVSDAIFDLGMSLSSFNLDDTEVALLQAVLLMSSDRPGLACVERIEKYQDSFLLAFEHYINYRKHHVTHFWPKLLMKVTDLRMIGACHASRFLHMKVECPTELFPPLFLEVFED
#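 Read-out is fluorescence polarization (555 nm excitation, 632 nm emission) of a Texas Red SRC2 coactivator peptide; loss of signal reflects blocked binding to human TRb ligand-binding domain in the presence of 1 uM T3.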
# GoLoco inh red – inhibitors of human Gai1-RGS12 GoLoco interaction (red fluorophore); Gai1:RGS12 GoLoco peptide FP, rhodamine, 10 min; Potency, µM (top dose mostly 61.6 µM), for inactives: at the top dose activity, negative = inhibition, actives largely listed as inhibitors; 230,000 tested, 0.44% active; active = well fitted inhibition curve with a large enough effect, not every such curve was filed as active; inactive = no such curve, though single readings can be large or run the other way; note: nearly all actives have a fitted effect of over 30% in size; many of its hits are not listed in these tables
# TR SRC2 fluor cs – counter-screen for TRb-SRC2 inhibitors: fluorescence interference; Potency, µM (doses to about 106 µM), for the others: at the highest dose fluorescence change, negative = quenching; AID 1479; TRb/SRC2 Texas Red total fluorescence interference; 280,000 tested, 0.29% active; active = well fitted curve in either direction with a large enough effect; inconclusive = small, poorly fitted or top-dose-only effect
#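 Flags fluorescent or light-absorbing compounds by total fluorescence, S + 2P, at 555 nm excitation and 632 nm emission. Mixture: 20 nM Texas Red SRC2 peptide, 0.6 uM human TRb LBD, 1 uM T3, 5% DMSO; compound exposure 5 h at ambient temperature.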
# Tau ThT inhib – tau fibrillization inhibition (ThT binding); P10636; recombinant tau K18 P301L, heparin-induced fibrillization, ThT fluorescence; Potency, µM (titrated, usually from 57.4 µM), for inactives: at the highest dose activity, negative = inhibition, most hits filed as inhibitors; 270,000 tested, 2.1% active; note: nearly all actives have a fitted effect of over 55% in size
#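 ThT emission at 510 nm, taken 1 hr after adding 30 uM dye, quantifies aggregates formed when 20 uM heparin acts on human tau K18 P301L for 6 hr at 37 C.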
# RECQ1 helicase – blocks DNA unwinding by human RECQ1; P46063; RECQ1 DNA unwinding, red fluorescence kinetic read; Potency, µM (titrated, usually from 57.3 µM), without a hit: top-dose activity, negative = inhibition, most hits filed as inhibitors; 240,000 tested, 0.54% active; AID 2549;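 note: plate controls were vehicle for no effect and no enzyme for full effect; nearly all actives have a fitted effect of over 30% in size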
# Target sequence (P46063 whole entry, looked up): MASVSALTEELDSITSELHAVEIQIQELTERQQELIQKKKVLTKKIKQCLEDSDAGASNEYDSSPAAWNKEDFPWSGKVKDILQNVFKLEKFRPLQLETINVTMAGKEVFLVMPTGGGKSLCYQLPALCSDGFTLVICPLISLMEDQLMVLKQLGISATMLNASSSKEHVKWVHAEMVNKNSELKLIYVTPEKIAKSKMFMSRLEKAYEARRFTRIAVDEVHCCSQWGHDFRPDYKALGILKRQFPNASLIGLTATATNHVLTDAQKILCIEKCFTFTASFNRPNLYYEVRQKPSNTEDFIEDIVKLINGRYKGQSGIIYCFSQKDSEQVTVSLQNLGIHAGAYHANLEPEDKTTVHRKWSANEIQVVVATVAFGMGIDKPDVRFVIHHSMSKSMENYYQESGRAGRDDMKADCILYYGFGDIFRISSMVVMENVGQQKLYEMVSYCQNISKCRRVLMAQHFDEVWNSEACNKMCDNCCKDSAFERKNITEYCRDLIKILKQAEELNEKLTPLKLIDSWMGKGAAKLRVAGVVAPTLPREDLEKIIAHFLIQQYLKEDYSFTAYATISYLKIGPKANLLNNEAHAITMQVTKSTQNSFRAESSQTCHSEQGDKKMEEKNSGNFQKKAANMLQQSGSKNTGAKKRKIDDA
#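 50 nM RECQ1T1 preincubated 15 min with compound in Tris pH 8.0 buffer with MgCl2, DTT, Tween-20 and 2.5 ug/ml poly(dI-dC); started with 200 nM TAMRA/BHQ-2 forked duplex and 2 mM ATP. Unwinding read as fluorescence (525/598 nm), two reads 2 h apart.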
# Tau fibril FP – blocks human tau fibril formation measured by polarization; P10636; K18 P301L tau heparin fibrillization, Alexa594 FP, 6 h; Potency, µM (highest dose often 57.7 µM), for the others: at the top dose activity, negative = inhibition, actives largely listed as inhibitors; 280,000 tested, 0.39% active; AID 1468; note: nearly all actives have a fitted effect of over 55% in size
#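 Human K18 P301L fragment (15 uM unlabeled plus 0.24 uM Alexa 594-labeled) in 100 mM sodium acetate pH 7 with compound, aggregation induced by 20 uM heparin for 6 hr at 37 C. ThT (30 uM) added for 1 hr, then Alexa 594 FP read.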
# * marks the source's active call; other numbers are inactive results; i = inactive; ? = inconclusive; · = no result given; [ ] = another dose, or the depositor's remark. Unless noted, calls come from the whole dose curve; as a rule, active = well fitted curve in the direction sought with a large enough effect; inconclusive = small, poorly fitted or top-dose-only effect, or another doubt; inactive = no such curve, though single readings can be large; an effect the other way counts as inactive or inconclusive. Unless noted, % is set by controls: 0 for no effect and ±100 for the full control effect; potency is the fitted concentration of half-maximal effect. A portion of the library. The share of hits here may be higher or lower than overall.
compound,JMJD2E inh,L3MBTL1 block,TRb SRC2 PPI,GoLoco inh red,TR SRC2 fluor cs,Tau ThT inhib,RECQ1 helicase,Tau fibril FP
Cc1ccccc1-c1cc(C(=O)Nc2sc(C(=O)OC(C)C)c(C)c2C#N)c2ccccc2n1,?,-6%,9%,27%,0%,?,i,-4%
O=[N+]([O-])c1cccc(/C=C/c2nc(C=Nc3ccc4ccccc4c3)c(O)o2)c1,-2%,3%,-1%,1%,-6%,2µM*,-7%,-3%
O=C(CN(Cc1ccccc1)C1=NCCS1)c1ccccc1,2%,2%,8%,11%,0%,0%,-1%,6%
COc1cccc([C@@H]2Oc3ccc(OC)cc3/C(=N/O[C@@H](C)CN3CCCCc4nc(C)c(C)cc43)[C@@H]2O)c1,·,·,3%[11.2 µM],·,3%[11.2 µM],-16%[11.5 µM],9%[11.5 µM],-2%[11.6 µM]
O=c1c(N2CCN(c3ccc(F)cc3)CC2)csc2ccc(F)cc12,·,·,7%,·,1%,5µM*,·,?
C/C(CCc1ccc2c(c1)OCO2)=N\NC(=O)c1ccccc1Br,46%[activator],-18%,1%,0%,-3%,1%,-3%,0%
Nc1ccc(C(=O)C(=O)c2ccc(N)cc2)cc1,5%,8%,0%,-24%,2%,-7%,i,4%
Cc1ccc(S(=O)(=O)C(C#N)=C2N(C)c3ccccc3N2C)cc1,-8%,·,3%,9%,-2%,2%,-15%,-14%
CCOC(=O)C1=C(C)NC(=O)C1CC(=O)Nc1ccccc1 (stereo unspecified),-10%,-7%,9%,23%,1%,6%,-3%,2%
Cc1ccc(NC2Sc3ccccc3NC2=O)cc1 (stereo unspecified),22µM*,-3%,-2%,-18%,0%,16µM*,i,?
O=C(NCCc1csc(-c2ccc(C(F)(F)F)cc2)n1)c1ccccc1Cl,·,·,11%,·,2%,-4%,·,5%
O=C(Nc1nccs1)c1cc(-c2ccco2)nc2ccccc12,?,14µM*,-4%,6%,-19%,?,-19%,9%
O=S(=O)(NCCc1ccccc1)c1cccc(S(=O)(=O)N2CCOCC2)c1,2%,5%,-4%,1%,1%,13%,-12%,3%
Nn1c(SCC(=O)Nc2ccc(F)cc2)nnc1-c1cccnc1,-10%,2%,-5%,0%,2%,?,-9%,2%
O=S(=O)(/C=C/c1ccccc1)N1CCN(c2nc(-c3ccccc3)nc3ccccc23)CC1,?,3%,1%,5%,4%,-1%,-9%,-13%
Cc1ccc(CN2C(=O)CCC2C(=O)N2CCN(c3ccccc3)CC2)cc1 (stereo unspecified),11%,·,-3%,1%,0%,-4%,2%,-8%
CCOc1ccc(CCNC(=O)C2Cc3ccccc3N2C(=O)CC)cc1 (stereo unspecified),·,·,-3%,·,0%,-5%,·,7%
CCCCCC1CC1C(=O)N/N=C/c1ccc(N(C)C)cc1 (stereo unspecified),?,-17%,-1%,-32%,-9%,16µM*,-6%,4%
Cn1c(Cc2c[nH]c3ccccc23)n[nH]c1=S,-2%,·,-14%,-7%,1%,-7%,-9%,3%
COc1ccc(C(C)(C)C)cc1NC(=O)COC(=O)c1cc(SC)ccc1Cl,-19%,24%,-16%,12%,-4%,-3%,-10%,-9%
CCC(C)NC(=O)COC(=O)c1oc2ccccc2c1CSc1ccc(Cl)cc1 (stereo unspecified),-4%,-4%,-2%,-19%,2%,2%,-4%,-14%
Cn1/c(=N/N=C/c2ccc(N3CCOCC3)cc2)sc2ccccc21,?,-27%,5%,-3%,-3%,7%,i,-1%
CCC(=O)N1CCc2cc(Br)cc(S(=O)(=O)CCC(=O)N3CCN(c4cccc(C(F)(F)F)c4)CC3)c21,·,·,-3%,·,-3%,?,·,1%
CC(=O)Nc1ccc(CN2CCCC(C(=O)c3ccc(C(F)(F)F)cc3)C2)cc1 (stereo unspecified),3%,-14%,-4%,2%,-3%,0%,i,-2%
Cc1ccc(S(=O)(=O)C(CNC(=O)C(=O)NCCc2ccccc2)c2ccco2)cc1 (stereo unspecified),·,·,4%,·,0%,3%,·,4%
COc1ccc(CCNC(=O)c2ccc3c(c2)CCN3S(C)(=O)=O)cc1OC,·,·,-4%,·,-1%,2%,·,-6%
Cc1c(N/C(=N/S(=O)(=O)c2cc([N+](=O)[O-])ccc2Cl)c2ccccc2)c(=O)n(-c2ccccc2)n1C,-1%,·,2%,2%,-3%,-3%,-2%,1%
COc1ccc(/C=C/C(=O)Nc2cccc(S(=O)(=O)NC3=NCCCCC3)c2)cc1,-11%,-6%,3%,11%,-2%,5%,-5%,-8%
COc1ccc(/C=N/NC(=O)c2cccnc2)cc1CN1CCOCC1,-3%,2%,3%,1%,-1%,-5%,-1%,3%
Cc1ccc(-c2nc(NC(=O)CSc3ncnc4sc5c(c34)CCC(C)C5)ns2)cc1 (stereo unspecified),·,·,-1%,·,-2%,-5%,·,-6%
O=C(C1=C[C@H](c2csc3ccccc23)C[C@H](OCc2ccc(CO)cc2)O1)N1CCN(Cc2ccccc2)CC1,?,-25%,0%,8%,-1%,?,-24%,1%
Cc1ccc2c(c1)-c1cc(C)nn1C(c1cc(Br)ccc1O)N2 (stereo unspecified),·,·,-3%,·,-13%,-7%,·,?
O=C(c1ccncc1)c1ccc(NS(=O)(=O)c2ccc(Br)s2)cc1,-2%,4%,7%,8%,-8%,-2%,-15%,-16%
O=C(NCc1ccccc1Br)c1ccc2nc(N3CCCCC3)sc2c1,·,·,6%,·,-1%,?,·,-8%
O=c1ccc2[n+]([O-])c3ccc(O)cc3oc-2c1,?,3.2µM*,?,10µM*,1.6µM*[fluorescent],13µM*,16µM*,32%
O=C(c1ccc2c(c1)N(Cc1ccccc1F)C(=O)c1ccccc1S2=O)N1CCC(Cc2ccccc2)CC1 (stereo unspecified),·,·,6%,·,-8%,-4%,·,-3%
COc1ccc(/C=C/C(=O)NCCNC(=O)c2ccccc2)cc1OC,?,5%,-6%,14%,-4%,-11%,i,-3%
O=C(Nc1cccc(Cl)c1)C1=Cc2cc(Cl)ccc2OC1,?,·,6%,1%,-2%,-18%,-20%,?
CCOc1cc(C2C3=C(CCCC3=O)NC3=C2C(=O)CCC3)ccc1OCCO,32µM*,·,10%,2%,0%,-11%,19%,0%
Cc1cc(=O)[nH]c(SCc2nc3ccccc3s2)n1,-2%,1%,-10%,2%,1%,-9%,-5%,-3%
COCCCn1c(=O)c2sccc2n2c(CCCC(=O)NCc3cccc(OC)c3)nnc12,·,·,1%,·,-1%,3%,·,3%
O=C(NCCc1ccccc1)C1CCN(C2CCN(Cc3ccc(CO)o3)CC2)CC1,-2%,6%,-5%,6%,0%,4%,i,-5%
COc1ccc(CCNC(=O)CSc2nc(C)nc3c2c(=O)n(C)c(=O)n3C)cc1OC,1%,3%,3%,0%,-2%,3%,-12%,-7%
CCOC(=O)c1c(C)[nH]c(C)c1C(=O)CSc1nc2ccccc2n1CC,-6%,-9%,-1%,-5%,-6%,-12%,-4%,-3%
COc1cccc(NC(=O)N2CCN(C(=O)C(Cc3ccc(OC)c(OC)c3)NC(C)=O)CC2)c1 (stereo unspecified),4%,2%,2%,4%,1%,10%,-1%,2%
COc1ccccc1-c1nn2c(C(F)(F)F)nnc2s1,7%,-3%,-7%,16%,-1%,-2%,12%,-2%
CCC(Sc1nc2ccccc2[nH]1)C(=O)Nc1cc(C)on1 (stereo unspecified),2%,·,0%,8%,2%,-5%,9%,-5%
O=C(O)c1ccc2cc[nH]c2c1,?,0%,5%,3%,4%,9%,-2%,1%
COc1cc(OC)c(NC(=O)C2=C(C)C(=O)OC23CCCCC3)cc1Cl,·,·,-3%,·,-4%,-3%,·,2%
Cc1ccc(-c2ccc(=O)n(CC(=O)NC(C)c3ccccc3)n2)cc1 (stereo unspecified),·,·,-3%,·,-2%,3%,·,-12%

# 2 entries from above, reformatted.
# Under each structure: JMJD2E inh, L3MBTL1 block, TRb SRC2 PPI, GoLoco inh red, TR SRC2 fluor cs, Tau ThT inhib, RECQ1 helicase, Tau fibril FP
O=C(C1=C[C@H](c2csc3ccccc23)C[C@H](OCc2ccc(CO)cc2)O1)N1CCN(Cc2ccccc2)CC1
 : ?, -25%, 0%, 8%, -1%, ?, -24%, 1%
Cc1ccc2c(c1)-c1cc(C)nn1C(c1cc(Br)ccc1O)N2 (stereo unspecified)
 : ·, ·, -3%, ·, -13%, -7%, ·, ?

# Remaining list, next part
compound,JMJD2E inh,L3MBTL1 block,TRb SRC2 PPI,GoLoco inh red,TR SRC2 fluor cs,Tau ThT inhib,RECQ1 helicase,Tau fibril FP
O=C(c1ccc(F)cc1)n1nc(-c2ccccc2)nc1NCc1ccco1,·,·,2%,·,-2%,-17%,·,-15%
N#Cc1nc(COc2ccccc2)oc1N1CCOCC1,3%,-11%,3%,8%,0%,-1%,-6%,-1%
Nc1ccc(NC(=O)NC2CCCCC2)cc1,8%,2%,-1%,7%,1%,-14%,-2%,3%
CCC(=O)N1CCc2cc(S(=O)(=O)NC(C(=O)NCc3ccc(F)cc3)C(C)C)ccc21 (stereo unspecified),-2%,-3%,-16%,-2%,-3%,2%,8%,4%
CCCn1c(C)nc2c(NCCN3CCCCC3)nc(C)nc21,14%,·,1%,5%,2%,-2%,i,-5%
O=C(C[n+]1ccc(Cc2ccccc2)cc1)Nc1ccc([N+](=O)[O-])cc1Cl,2%,-5%,-6%,17%,0%,-17%,i,2%
CC(C)c1ccc(NC(=O)CN2C=NS(=O)(=O)c3ccccc32)cc1,·,·,-3%,·,-1%,12%,·,?
COc1ccc(S(=O)(=O)NNC(=O)c2cc3cc4ccccc4nc3s2)cc1,?,-10%,-23%,7%,-6%,-19%,-14%,7%
Fc1ccc(OCc2nc(-c3ccc(Br)o3)no2)c(F)c1,-8%,14%,2%,1%,0%,-12%,-6%,-2%
Cc1cccc(NC(=O)c2snc3c(=O)[nH]cnc23)c1,-5%,-1%,-1%,6%,0%,-12%,0%,0%

# High-throughput results from PubChem BioAssay.
